# Source: PubChem
# GAA glycogen mod – inhibitors or activators of human alpha-glucosidase glycogen cleavage. 300,000 compounds, 0.38% hits. Potency, µM (titrated, usually from 76.4 µM), for the others: at the top dose activity change, negative = inhibition, actives largely listed as inhibitors. AID 2100. recombinant GAA, glycogen substrate, Amplex Red glucose oxidase fluorescence;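 note: 0% = full enzyme reaction and -100% = no-enzyme basal signal; the screen sought inhibitors and activators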
#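 Recombinant human alpha-glucosidase (4 nM final) hydrolysed bovine liver glycogen (30 ug) for 40 min at 37 C in pH 5.0 citrate/phosphate with 0.01% Tween-20. Released glucose detected by glucose oxidase/Amplex Red, Ex 573/Em 610 nm. Compounds up to 77 uM; AC50 from Hill fits.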
# Tau fibril FP – inhibitors of human tau fibril formation; P10636; 280,000 compounds, 0.39% hits; K18 P301L tau heparin fibrillization, Alexa594 FP, 6 h; AID 1468; Potency, µM (titrated, usually from 57.7 µM), for inactives: top-dose activity, negative = inhibition, most hits filed as inhibitors; note: % is set by controls: 0 for no effect and ±100 for the full control effect; nearly all actives have a fitted effect of over 55% in size
# Target sequence (P10636 561-689 P618L limits assumed): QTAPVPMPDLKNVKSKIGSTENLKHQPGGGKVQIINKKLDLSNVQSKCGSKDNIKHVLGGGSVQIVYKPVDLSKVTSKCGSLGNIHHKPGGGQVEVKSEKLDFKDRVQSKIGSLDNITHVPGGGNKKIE
#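 Human tau K18 […] P301L fragment, 15 uM unlabeled plus 0.24 uM Alexa 594-labeled tau (final), with compound and 20 uM heparin in 100 mM sodium acetate pH 7; 6 hr at 37 C, then Alexa 594 FP read.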
# Tau ThT inhib – blocks human tau fibril formation measured by thioflavin T; recombinant tau K18 P301L, heparin-induced fibrillization, ThT fluorescence; Potency, µM (titrated, usually from 57.4 µM), for the others: at the top dose activity, negative = inhibition, usual class: inhibitors; 270,000 compounds, 2.1% hits; P10636; AID 1460; note: % is set by controls: 0 for no effect and ±100 for the full control effect; nearly all actives have a fitted effect of over 55% in size
#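 Heparin-induced (20 uM) aggregation of recombinant human K18 P301L tau, 15 uM unlabeled with 0.24 uM labeled, pH 7 acetate buffer, 6 hr at 37 C with compound. Fibrils quantified by 30 uM ThT fluorescence after 1 hr ambient incubation.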
# aGal spleen mod – alpha-galactosidase A (human) modulation. human spleen homogenate, 4MU-alpha-Gal fluorescence, 40 min. Potency, µM (titrated, usually from 80 µM), for inactives: at the highest dose activity change, negative = inhibition, usual class: inhibitors. 240,000 compounds, 0.008% hits;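 note: 0% = enzyme with vehicle and -100% = no enzyme basal signal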
# Target sequence (P06280 32-429 limits assumed): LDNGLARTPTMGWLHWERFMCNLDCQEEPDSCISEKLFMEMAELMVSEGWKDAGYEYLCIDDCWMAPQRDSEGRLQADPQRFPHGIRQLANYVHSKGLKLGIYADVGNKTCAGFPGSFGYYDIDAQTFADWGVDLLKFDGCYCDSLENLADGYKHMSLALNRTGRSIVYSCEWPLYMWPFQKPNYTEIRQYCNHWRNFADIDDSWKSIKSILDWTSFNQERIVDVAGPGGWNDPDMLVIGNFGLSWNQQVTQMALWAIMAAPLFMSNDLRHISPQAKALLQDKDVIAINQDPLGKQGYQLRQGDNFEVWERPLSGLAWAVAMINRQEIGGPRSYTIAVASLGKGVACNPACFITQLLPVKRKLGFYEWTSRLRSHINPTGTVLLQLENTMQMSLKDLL
#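 Fluorogenic readout (Ex 365/Em 440 nm) of 4-methylumbelliferone released from 1 mM 4-MU-alpha-galactoside by spleen homogenate, 40 min at 37C, pH 5.0. Data normalized to no-enzyme and enzyme controls; Hill-equation AC50 from compound titrations.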
# GAA inh – blocks human lysosomal alpha-glucosidase; P10253; purified human GAA, 4-MU-alpha-glucoside fluorescence; 200,000 compounds, 0.005% hits; Potency, µM (top dose mostly 76.9 µM), inactives show at the highest dose activity change, negative = inhibition, usual class: inhibitors;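 note: plate controls were uninhibited enzyme wells for no effect and no-enzyme background for full effect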
#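 Endpoint fluorogenic read: 20 min room-temperature reaction of 4 nM human alpha-glucosidase with 400 uM 4-methylumbelliferyl-alpha-D-pyranoside, pH 5.0, quenched with 1M NaOH/1M glycine pH 10. AC50 from Hill modeling.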
# HTT ATP protect – cytoprotection in Huntington HTT-Q103 PC12 cell model. PC12 HTT-Q103 induced, cytoprotection, ATP luminescence, 40 h. Potency, µM (titrated, usually from 56.4 µM), for inactives: cytoprotection (ATP increase), actives largely listed as activators. 230,000 compounds, 0.14% hits. AID 1471;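 note: % of control where 0% means no effect; nearly all actives have a fitted effect of over 45% in size; toxic huntingtin expression switched on by the ecdysone agonist tebufenozide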
#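 Cells were plated at 1500 per well in phenol red-free DMEM with 5% equine and 5% calf serum. Tebufenozide (100 nM final) and compounds were added, then ATPlite reagent, and luminescence was read.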
# Tau fluor cs – counter-screen for tau fibril formation inhibitors. tau K18 P301L Alexa594 fluorescence, heparin fibrillization. Potency, µM (top dose mostly 57.7 µM), inactives show at the top dose activity change, negative = decrease. 280,000 compounds, 0.93% hits; note: % is set by controls: 0 for no effect and ±100 for the full control effect; nearly all actives have a fitted effect of over 55% in size
#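 Human tau K18 P301L (15 uM unlabeled, 0.24 uM Alexa 594-labeled) in 100 mM sodium acetate pH 7 with 20 uM heparin, 6 hr at 37 C. ThT 30 uM added, 1 hr ambient; Alexa 594 FP and total fluorescence read at 555/632 nm.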
# aGlu spleen mod – inhibitors or activators of human alpha-glucosidase in spleen homogenate; Potency, µM (titrated, usually from 79.9 µM), for the others: at the top dose activity change, negative = inhibition, hits mostly inhibitors; 240,000 compounds, 0.006% hits; P10253; human spleen homogenate, 4-MU-alpha-glucoside fluorescence;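 note: 0% = enzyme with vehicle and -100% = no enzyme basal signal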
#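 Human spleen homogenate (1 ug) incubated with compounds and 1 mM 4-methylumbelliferyl-alpha-D-glucopyranoside in pH 5.0 citrate/phosphate buffer, 37 C, 40 min. Stopped at pH 10; 4-MU fluorescence (Ex 365/Em 440 nm); AC50 by Hill fit.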
# Numbers without * were called inactive; u = inconclusive; x = not tested or not shown; [ ] = another dose, or the depositor's remark. Calls come from the whole dose curve; as a rule, active = well fitted curve in the direction sought with a large enough effect; inconclusive = small, poorly fitted or top-dose-only effect, or another doubt; inactive = no such curve, though single readings can be large; an effect the other way counts as inactive or inconclusive. Potency is the fitted concentration of half-maximal effect.
SMILES,GAA glycogen mod,Tau fibril FP,Tau ThT inhib,aGal spleen mod,GAA inh,HTT ATP protect,Tau fluor cs,aGlu spleen mod
CO/N=C(/CNC(=O)c1cccc(Cl)c1)c1ccc(Cl)cc1,-5%,-2%,-7%,1%,-1%,-2%,-24%,3%
CCCCC(=O)N1CCCC(c2nc(-c3cccc(OC)c3)no2)C1 (configuration not stated),-10%,-5%,-16%,7%,-7%,-1%[10 µM],-22%,-13%
Cc1onc(C(=O)Nc2sc3c(c2C#N)CCCC3)c1[N+](=O)[O-],u,1%,u,-9%,-4%,-16%,-10%,5%
COc1cc(NS(=O)(=O)c2ccc(NC(=O)C34CC5CC(CC(C5)C3)C4)cc2)ncn1,-10%,-5%,-9%,-3%,-7%,-26%,-8%,-6%
COc1ccc(CNC(=O)C23CN(Cc4ccccc4)CC2C(c2ccc([N+](=O)[O-])cc2)=NO3)cc1 (configuration not stated),-12%,u,-17%,-3%,-4%,7%,-30%,-8%
Cc1cc(C(=O)NCc2ccc3c(c2)OCO3)n(-c2ccccc2)n1,-4%,1%,-9%,0%,-10%[15.4 µM],-23%,-1%,4%
O=C(CCc1nc2ccccc2[nH]c1=O)OCC(=O)c1cccc2ccccc12,1%,-1%,-17%,5%,-3%,11%,-16%,1%
Cn1nccc1CNC(=O)c1ccnn1C,4%,9%,12%,0%,-2%,x,3%,0%
O=C1COc2ccc(C(=O)CSc3nc4ccccc4c(=O)n3-c3ccc(Cl)c(Cl)c3)cc2N1,4%,-15%,0%,10%,8%,-109%[inhibitor],-24%,3%
COc1ccc2c(c1)c(=O)oc1cc(OCC(=O)N3CCC(C)CC3)ccc12,9%,-8%,-6%,15%,u,-19%,-7%,-4%
CNc1nc(-c2ccc(Cl)cc2)cs1,-11%,-1%,-20%,-2%,1%,-26%[10 µM],-20%,0%
Cc1[nH]nc2c1C(=O)CCC2,2%,-5%,0%,-8%,1%,5%[0.074 µM],-5%,2%
CCCCn1cc(S(=O)(=O)c2ccc(F)cc2)c(=O)c2ccccc21,u,-5%,2%,x,x,x,-3%,x
N#C/C(=C\c1cc2c(cc1Br)OCO2)C(=O)NCC1CCCO1 (configuration not stated),1%,10%,-7%,-1%,x,13%[10 µM],4%,2%
C1CCN(c2nc(N3CCCCC3)nc(N3CCNCC3)n2)CC1,-4%,3%,-8%,-11%,8%,10%,0%,-6%
NNC(=S)NCc1ccccc1,u,6%,-4%,-9%,-5%,-6%[10 µM],-9%,-2%
COc1cccc(/C=N/NC(=O)c2[nH]nc3c2CCc2ccccc2-3)c1,6%,u,u,-10%,-9%,-63%[inhibitor][10 µM],u,3%
CCc1nc(C)ccc1OC(=O)C12CC3CC(CC(C3)C1)C2,-4%,10%,-13%,3%,5%,-18%[10 µM],-4%,-2%
CCN(CC)C(=O)Cn1cc(C(=O)C2CC2)c2ccccc21,-8%,4%,7%,-3%,4%,6%[10 µM],7%,-1%
c1ccc2c(c1)Nc1cc3ccccc3cc1S2,u,u,2.2µM*,-4%,-10%,-10%[10 µM],u,-3%
Cc1ccc(CSc2nc3ccccc3c(=O)n2Cc2ccco2)cc1,-10%,-12%,-16%,-1%,-8%,7%[1.9 µM],-17%,4%
CCOC(=O)c1sc(=S)n(C)c1NC(=O)c1ccccc1,-8%,-6%,-9%,-3%,-4%,-11%[10 µM],-5%,-19%
CC(=O)Nc1nc2ccc(C(=O)NC3CCCCC3)cc2s1,2%,-11%,-7%,2%,-2%,8%[1.9 µM],-14%,-4%
CC(C)OP(=O)(OC(C)C)C(O)c1cccc([N+](=O)[O-])c1 (configuration not stated),-2%,-8%,x,0%,x,5%[10 µM],-6%,4%
COCC(C)NC(=O)c1ccc(Cl)c(Cl)c1 (configuration not stated),-2%,4%,-4%,5%,3%,24%[10 µM],0%,-1%
CSc1cc(C)c(OCC(=O)Nc2ccc(NC(C)=O)cc2)c(C)c1,0%,-4%,-6%,4%,9%,1%[10 µM],-11%,5%
CCN(CC)CCNC(=O)Nc1ccc2c(c1)N(Cc1ccccc1)C(=O)c1ccccc1S2,0%[76.3 µM],u,-2%,x,x,x,u,x
O=C(C1=NN[C@@H]2C(=O)N(Cc3ccccc3)C(=O)[C@H]12)c1ccc([N+](=O)[O-])cc1,5%,2%,-16%,-3%,x,2%[10 µM],-29%,2%
C/C(=N\O)c1ccc(Cl)c(Cl)c1,4%,x,x,3%,x,-7%[10 µM],x,-7%
Cc1ccc(Nc2cc(C)nc(-c3ccccc3O)n2)cc1,-11%,u,u,1%,-11%,27%,8.9µM*[quencher],1%
CCCNC(=O)c1ccc2c(=O)n3c(-c4ccc(C)cc4)csc3nc2c1,-2%,-5%,-9%,9%,x,9%[10 µM],-9%,-2%
Cc1cc(C(=O)NNC(=S)NCC(C)C)no1,-20%,2%,-12%,0%,1%,4%,-10%,-4%
C1CSC2(N1)C1CC3CC2CC(C1)C31NCCS1 (configuration not stated),15%,u,u,6%,2%,-5%,-21%,3%
COc1ccc(S(=O)(=O)NCCSC(C)(C)C)c(Cl)c1Cl,-21%,-5%,9%,3%,1%,18%,5%,7%
CCOC(=O)Cn1nc(C)c(NC(=O)COc2ccc(Cl)cc2C)c1C,6%[76.3 µM],u,-3%,x,x,x,-8%,x
O=C(OCCOc1ccc(Br)cc1)c1ccc(Cl)nc1,6%,0%,-14%,-4%,-9%,20%[10 µM],-20%,0%
COc1ccc(NC(=O)CC2Nc3cc(C)c(C)cc3NC2=O)c([N+](=O)[O-])c1 (configuration not stated),u,u,11µM*,-10%,6%,-47%[inhibitor][10 µM],u,4%
C=C(C(C)=O)C(O)c1ccccc1 (configuration not stated),x,8%,-12%,3%,x,-26%,3%,4%
COC(=O)C1CCN(CC(=O)Nc2sc3c(c2C#N)CCC3)CC1,3%,9%,-4%,1%,-2%,0%,-5%,-3%
CS(=O)(=O)N1CCN(c2ccccc2[N+](=O)[O-])CC1,-3%,-1%,-4%,-13%,1%,-26%,4%,-15%
Cc1ccc2nc(SCCC(=O)O)cc(C)c2c1,0%,-1%,-8%,-2%,u,-15%,-5%,0%
Cc1ccc(C(=O)NCCCc2ccccc2)c(C)c1,17%,-4%,-4%,-4%,0%,-63%[inhibitor],-6%,4%
C=CCn1c(CCC(=O)Nc2ccc(C)c(Cl)c2)nnc1SCC(=O)Nc1ccccc1C,0%,-1%,-4%,4%,u,-1%[10 µM],-18%,6%
CC1CCN(CCc2nc3cc(NS(=O)(=O)c4ccccc4)ccc3n2C)CC1,-4%,-4%,-3%,10%,0%,-6%,2%,0%
O=C(CNC(=O)c1cccc(F)c1)OCC(=O)N1CCCCC1,1%,-9%,-1%,3%,3%,x,-3%,-4%
COC(=O)CC1C(=O)NCCN1C(=O)Nc1ccc(Cl)cc1 (configuration not stated),-1%,-6%,-1%,-14%,2%,5%,-3%,-4%
COc1ccc(-n2c(C)nc3cc(C(=O)NCc4ccco4)ccc32)cc1,-2%,-7%,-5%,-1%,-1%,-25%,-4%,4%
COc1ccc(NC(=O)c2ccc3c(c2)NC(=O)CO3)cc1OC,3%,2%,u,5%,2%,-19%,-15%,2%
O=C(COC(=O)COc1ccc2ccccc2c1)NCC(F)(F)F,4%,1%,-7%,6%,5%,-16%,-5%,2%
CCOc1cc(/C=N/Nc2nn3cnnc3c3ccccc23)ccc1O,u,19%,u,-1%,x,-43%[10 µM],u,-1%

# Whole records, looked up by structure. Order of screens: GAA glycogen mod | Tau fibril FP | Tau ThT inhib | aGal spleen mod | GAA inh | HTT ATP protect | Tau fluor cs | aGlu spleen mod
# Cc1ccc(C(=O)NCCCc2ccccc2)c(C)c1 is listed as 17% | -4% | -4% | -4% | 0% | -63%[inhibitor] | -6% | 4%
# C=CCn1c(CCC(=O)Nc2ccc(C)c(Cl)c2)nnc1SCC(=O)Nc1ccccc1C is listed as 0% | -1% | -4% | 4% | u | -1%[10 µM] | -18% | 6%
# O=C(COC(=O)COc1ccc2ccccc2c1)NCC(F)(F)F is listed as 4% | 1% | -7% | 6% | 5% | -16% | -5% | 2%
# O=C(CNC(=O)c1cccc(F)c1)OCC(=O)N1CCCCC1 is listed as 1% | -9% | -1% | 3% | 3% | x | -3% | -4%
# CC1CCN(CCc2nc3cc(NS(=O)(=O)c4ccccc4)ccc3n2C)CC1 is listed as -4% | -4% | -3% | 10% | 0% | -6% | 2% | 0%

# (list continues)
SMILES,GAA glycogen mod,Tau fibril FP,Tau ThT inhib,aGal spleen mod,GAA inh,HTT ATP protect,Tau fluor cs,aGlu spleen mod
COCC(=O)OCn1nnc2ccccc2c1=O,-12%,4%,-1%,0%,-2%,-12%,-1%,-6%
O=C(OCC(=O)N1CCCC1)c1ccc(S(=O)(=O)N2CCOCC2)cc1,4%,4%,8%,3%,-1%,2%,10%,11%
NS(=O)(=O)c1ccc(CNS(=O)(=O)c2cc(Cl)ccc2Cl)cc1,5%,1%,-11%,14%,x,33%[10 µM],-17%,2%
CSC(=Nc1cccc(C)c1)NC#N,6%,-9%,-3%,3%,0%,14%[10 µM],-1%,-1%
O=C(CCn1c(=S)[nH]c2ccccc2c1=O)NCCSCc1ccccc1,6%,-13%,8%,-4%,8%,-60%[inhibitor],2%,-2%
O=c1c2ccccc2cnn1Cc1n[nH]c(=S)n1-c1ccc(F)cc1,11%,7%,-3%,-8%,12%,-12%,-8%,1%
COc1ccc(C(C(=O)NC(C)(C)C)N(C(=O)Cn2nnc3ccccc32)c2cccc(C(C)=O)c2)cc1O (configuration not stated),-2%,-6%,x,4%,x,-10%[10 µM],-3%,4%
NC1=NC(c2cccc(Cl)c2)n2c(nc3ccccc32)N1 (configuration not stated),6%[76.3 µM],-1%,6%,x,x,x,-8%,x
C/C(=N\NC(=O)OC(C)(C)C)c1ccccc1Br,6%,3%,2%,-1%,10%,2%[10 µM],2%,-1%
CCn1c(=O)cc(OCC(=O)NCc2cccs2)c2ccccc21,7%,6%,-10%,-5%,6%,-9%,-10%,0%
